# M. tuberculosis GlmU – inhibition of mycobacterial GlmU enzyme – biochemical, glucosamine-1-phosphate acetyltransferase (AID 1376) | Bifunctional protein GlmU (Mycobacterium tuberculosis (strain ATCC 25618 / H37Rv)) | one-dose inhibition, %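 (tested at 30 µM in the primary screen)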; IC50 in µM for titrated hits | M. tuberculosis GlmU acetyltransferase enzyme assay; higher % means a stronger effect | 0.25% of 220,000 active; in the data active = inhibition above about 13%; inconclusive = no clear call, values can overlap the other calls;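 note: 0% = complete reaction with vehicle and 100% = reaction without substrate; strong numbers were not always called active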
# Mtb RmlCD inh – M. tuberculosis RmlC/RmlD coupled enzyme inhibitors, primary screen, biochemical, compound mixtures, 384-well, from 1536-well plates; 0.03% of 160,000 active; RmlC+RmlD coupled enzyme assay, percent inhibition; primary screen in compound mixtures; inhibition, % at 3.6 µM; in the data active = inhibition mostly above about 34%, no sharp cut-off; inconclusive = no clear call, values can overlap the other calls; inactive = mostly below about 22%; note: some results filed as inactive read as strong as hits
# Target sequence (P9WH09 whole entry, looked up): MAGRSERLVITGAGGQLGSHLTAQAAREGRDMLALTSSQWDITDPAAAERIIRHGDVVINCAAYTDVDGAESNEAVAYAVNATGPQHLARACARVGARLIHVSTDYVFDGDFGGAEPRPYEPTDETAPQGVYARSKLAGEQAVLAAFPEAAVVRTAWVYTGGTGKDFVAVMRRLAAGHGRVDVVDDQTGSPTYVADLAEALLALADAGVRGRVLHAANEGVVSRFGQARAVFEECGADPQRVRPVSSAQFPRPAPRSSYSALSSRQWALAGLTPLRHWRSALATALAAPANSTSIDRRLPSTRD
# Target sequence (P9WH11 whole entry, looked up): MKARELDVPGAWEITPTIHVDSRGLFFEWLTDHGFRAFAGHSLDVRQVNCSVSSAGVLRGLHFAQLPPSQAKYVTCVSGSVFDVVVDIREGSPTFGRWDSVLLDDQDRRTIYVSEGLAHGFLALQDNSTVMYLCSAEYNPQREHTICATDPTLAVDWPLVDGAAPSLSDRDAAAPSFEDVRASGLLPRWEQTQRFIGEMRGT
# Active calls of the source: *; ? = inconclusive; nt = no result given.
item | structure | M. tuberculosis GlmU | Mtb RmlCD inh
1 | COC(=O)C1=C(C)N(C)C(=O)NC1c1ccccc1 (configuration not stated) | -2.1% | nt
2 | CCn1c(CNC(=O)COc2c(C)cccc2C)nnc1SCC(=O)Nc1nccs1 | 1.6% | 21
3 | CCN(CCn1cccn1)Cc1cn[nH]c1-c1ccc(OC)cc1F | -2.2% | nt
4 | CCOC(=O)c1oc2cc(OCC(=O)OC)ccc2c(=O)c1-c1ccc(OC)c(OC)c1 | -3.1% | 4
5 | COc1cccc2c1OC1(C)CC2NC(=O)N1c1cccc(C(=O)Nc2ccc3c(c2)OCCO3)c1 (configuration not stated) | 1.4% | -11
6 | COc1ccc(OCCOC(=O)c2[nH]c(C)c(C(C)=O)c2C)cc1 | -2.5% | nt
7 | S=c1[nH]nc(-c2ccc(Cl)cc2)n1/N=C/c1ccco1 | 9.5% | 12
8 | N#Cc1ccccc1S(=O)c1ccccc1C(=O)Nc1ccccc1 (configuration not stated) | 1.5% | 6
9 | COc1ccc(OCc2cc(-c3ccc(Cl)cc3)no2)cc1 | -1.9% | 3
10 | CCOc1ccc(C(=O)Nc2c3c(nn2-c2cccc(C)c2C)CS(=O)C3)cc1 (configuration not stated) | 4.5% | -6
11 | CC(C)n1c(N2CCN(C(=O)c3cccs3)CC2)nc2ccccc21 | 1.0% | nt
12 | O=C(Nc1ccc(-c2nc3ccccc3[nH]2)cc1)c1ccc2c(c1)OCO2 | -5.4% | nt
13 | CC(CCc1ccccc1)NC(=O)c1ccc(NC(=O)c2ccccc2)cc1 (configuration not stated) | -6.1% | 1
14 | CC(C)N1C(=O)C(Cc2nc3ccccc3c(=O)n2-c2ccccc2)c2ccccc21 (configuration not stated) | -14% | -276
15 | Cc1cc(NC(=O)CCCN2C(=O)c3cccc4cccc(c34)C2=O)no1 | 1.8% | 5
16 | CCN(CC)CCCNC(=O)CSc1c2c(nc3cc(Cl)ccc13)CCCC2 | -5.3% | 9
17 | COC(=O)CC1C(=O)NCCN1C(=S)Nc1cccc(C(F)(F)F)c1 (configuration not stated) | -1.9% | 6
18 | O=C1c2ccccc2S(=O)(=O)N1CCOc1ccccc1 | -7.3% | 9
19 | CC1CCN(S(=O)(=O)c2cccc(C(=O)NCc3cccs3)c2)CC1 | -2.4% | 14
20 | CC(=O)Nc1ccc(NC(=O)C2CCCN(C(=O)c3ccc(Cl)cc3)C2)cc1 (configuration not stated) | -5.1% | -7
21 | NS(=O)(=O)c1ccc(CCNC(=O)c2ccc3c(c2)OCCO3)cc1 | 2.4% | 1
22 | CCn1c(-c2ccc(F)cc2)cnc1SCC(=O)N1CCCCC1C (configuration not stated) | 4.3% | 4
23 | COC(=O)c1sccc1NC(=S)Nc1ccc(OC)cc1 | -2.2% | -2
24 | CCCc1cc(C(=O)NNC(=S)NCC2CCCO2)cs1 (configuration not stated) | -2.9% | -3
25 | Cc1ccc(C(=O)N2CCN(c3ccc(C(F)(F)F)cn3)CC2)cc1 | -5.4% | nt
26 | Cc1cccc(NC(=S)NN(Cc2ccccc2)c2ccccc2)c1C | -4.2% | nt
27 | Cc1nc(SCc2nnc(-c3ccc(Cl)cc3)o2)c2c3c(sc2n1)CCC3 | 7.3% | nt
28 | COC(=O)c1sc(-c2ccccc2)cc1NC(=O)c1ccccc1 | 2.1% | 0
29 | Cc1nc2c([nH]c3ccccc32)c(=O)n1N | 1.4% | -7
30 | CCOC(=O)N1CCC(N(C(=O)Nc2cccc(OC)c2)C(C)CC)CC1 (configuration not stated) | 9.8% | 1
31 | CCOC(=O)NN1C(=O)c2ccccc2NC1c1cccc(O)c1 (configuration not stated) | 0.6% | -8
32 | Cc1ccc(-c2nnc(OCCN3CCOCC3)c3ccccc23)cc1 | 2.6% | -1
33 | Cc1ccc(SCCNC(=S)Nc2cc(C)ccc2C)cc1 | -1.6% | -3
34 | CSc1ccc(C(=O)C2CCCN(C(=O)c3csc(C(C)=O)c3)C2)cc1 (configuration not stated) | 2.0% | 5
35 | O=C(NC1CC1)C1CCN(C2CCN(C(=O)Cc3ccc(F)cc3)CC2)CC1 | -2.0% | -9
36 | O=C1CC(N2CCC(c3nc4ccccc4s3)CC2)C(=O)N1Cc1ccccc1 (configuration not stated) | -4.4% | 10
37 | CC(C)CCOc1ccc(C2(C)NC(=O)N(CN3CCOCC3)C2=O)cc1 (configuration not stated) | -2.7% | 6
38 | CCOC(=O)C1=C(C)Nc2nnnn2C1c1ccc(OC)c(Br)c1 (configuration not stated) | -1.8% | nt
39 | O=S(=O)(NCCc1csc(-c2cccnc2)n1)c1ccc(Cl)s1 | 2.9% | -11
40 | CCOc1ccc(Nc2nc(N)nc(CN3CCN(c4ccccc4F)CC3)n2)cc1 | -1.1% | -6
41 | CCn1c(C(C)NC(=O)c2ccccc2C)n[nH]c1=S (configuration not stated) | 0.8% | -8
42 | Cc1cc(S(=O)(=O)NC2CCCCC2)ccc1OCC(=O)NCc1ccccn1 | 4.1% | nt
43 | CCC1CCCCN1C(=O)c1sc2ncnc(N(CC)CC)c2c1C (configuration not stated) | 1.5% | -5
44 | CCNS(=O)(=O)c1ccc(NC(=O)Nc2cc(C)ccc2OC)cc1 | -1.8% | -1
45 | COc1ccc(S(=O)(=O)N2CCSC2c2ccc(N)cc2)cc1 (configuration not stated) | -2.8% | nt
46 | CCn1c(SCC(=O)N2CCCC2)nc2ccccc21 | -1.5% | 10
47 | O=C1CC(c2ccccc2)Cc2nc3ncnn3cc21 (configuration not stated) | -2.3% | 7
48 | O=C(COc1cccc(Br)c1)N/N=C/C(=O)c1ccccc1 | -1.4% | -6
49 | NC(=O)CC(NC(=O)Cc1cccc2ccccc12)c1ccc(NCCOc2ccccc2)c([N+](=O)[O-])c1 (configuration not stated) | 3.2% | nt
50 | O=C(O)CSC1CC(=O)N(c2ccc(Cl)c(Cl)c2)C1=O (configuration not stated) | -1.6% | nt

# More structures follow.
item | structure | M. tuberculosis GlmU | Mtb RmlCD inh
51 | O=C(CNS(=O)(=O)c1ccc(Cl)cc1)N/N=C/c1ccco1 | -4.6% | 5
52 | C/C(N)=C(/C#N)C(=O)COC(=O)CSc1ccccc1 | 5.6% | -2
53 | CNc1cc(N2CCN(S(=O)(=O)N(C)C)CC2)ccc1[N+](=O)[O-] | -3.7% | -10
54 | Cc1nn(Cc2cccc(Oc3ccccc3)c2)c(C)c1NC(=O)NC12CC3CC(CC(C3)C1)C2 | 3.2% | -8
55 | O=C(Nc1ccccc1)N1N=CCC1c1ccccc1 (configuration not stated) | -5.3% | 4
56 | O=S(=O)(Nc1nc2c(s1)CCCC2)c1ccc(F)cc1 | 5.2% | 16
57 | CC(/C=N/NC(=O)c1cc(-c2ccc(C)o2)[nH]n1)=C\c1ccccc1 | 0.8% | 56
58 | CCCn1c(N2CCN(CC(=O)Nc3ccc4c(c3)OCCO4)CC2)nc2ccccc21 | 3.1% | 5
59 | CC(C)C(=O)NC(=S)Nc1ccc(S(=O)(=O)N(C)C)cc1 | 0.4% | -7
60 | COc1ccc(OC)c(C(c2c(O)c3ccccc3oc2=O)c2c(C)n(C)n(-c3ccccc3)c2=O)c1 (configuration not stated) | 13%* | -6
61 | Cc1ccc(C(=O)NCC2CCCO2)cc1N1CCCC1=O (configuration not stated) | 0.7% | 21
62 | CCCN(CC1CC1)C(=S)Nc1ccccc1F | 3.9% | -11
63 | COc1ccccc1CN(C)CC(=O)Nc1ccc(Cl)cc1C(F)(F)F | 2.2% | nt
64 | CCOc1ccc(C(C)=O)cc1CSc1nc(C)cc(C)n1 | -2.5% | -10
65 | CN1CCN(S(=O)(=O)c2ccc(Sc3nnc(-c4cccs4)n3-c3ccccc3)nc2)CC1 | 2.7% | nt
66 | Brc1ccc(OCc2ccccc2)c(CNCc2ccncc2)c1 | 1.1% | -8
67 | Cc1ccc(S(=O)(=O)NNC(=O)C(O)(c2ccccc2C)c2ccccc2C)cc1 | 6.0% | -7
68 | C/C=C/C(=O)OCC(=O)Nc1ccccc1Br | 1.9% | -14
69 | Cc1cccc(/C=N/N2CCN(c3ccccc3)CC2)c1 | 0.7% | -16
70 | Cc1sc2nc3ccc(N4CCCCC4)nn3c(=O)c2c1C | 4.4% | 0
71 | CSc1cccc(NC(=S)N2CCC(N(C)C3CCCC3)CC2)c1 | -7.5% | -12
72 | O=c1[nH]c(=S)[nH]c(O)c1N=Nc1ccc2c(c1)OCO2 | 2.0% | 70
73 | Cc1nc2ccccc2n1C(=O)N(C)C | -3.7% | 12
74 | C/C(CC(=O)Nc1ccc(OCc2ccccc2)cc1)=N\NC(=O)C(=O)Nc1ccc(C)c(Cl)c1 | 1.2% | nt
75 | O=C(Nc1ccc2nc(SCc3ccc(Cl)cc3)sc2c1)c1ccccc1C(=O)N1CCOCC1 | -3.5% | -6
76 | COC(=O)c1cc(=O)cc(C(=O)OC)o1 | 7.3% | nt
77 | CCC(=O)Nc1ccc(C(=O)Nc2cccnc2)cc1 | 0.5% | -9
78 | O=C(Cc1cccs1)NC1CCCC1 | -0.7% | 12
79 | N/C(=N\OC(=O)c1cccc([N+](=O)[O-])c1)c1ccccn1 | -6.8% | 4
80 | O=C(CSc1nnc(SCc2ccccc2)s1)N/N=C/C=C/c1ccco1 | -3.1% | 6
81 | CC(C)(C)OC(=O)N1CCC[C@H]1c1nnc(SC/C=C/c2ccccc2)o1 | 0.4% | 21
82 | COc1ccc(NC(=O)CN(C)CC(=O)Nc2ccc(N3CCOCC3)cc2)c([N+](=O)[O-])c1 | 1.1% | -11
83 | COc1cccc(OC)c1OCCNC(C)(C)C | -1.4% | ?
84 | CCN(CC1COc2ccccc2O1)C(=S)NCCCN(C)C (configuration not stated) | 8.3% | 4
85 | COc1ccc(N(C)C(=O)c2cc3c(s2)-c2ccccc2S(=O)(=O)C3)cc1 | -4.5% | -16
86 | O=C(CCC1CCCC1)N1CCN(C(=O)c2cccnc2)CC1 | 3.1% | 0
87 | O=C1CCC(=O)N1CCCCCc1nc(-c2ccccc2)no1 | 3.0% | 8
88 | NC(=O)C1CCN(c2ccc(C(F)(F)F)cn2)CC1 | -3.7% | 5
89 | CCn1c(SCC(=O)N2CCCC(C)C2)nnc1-c1ccc(S(=O)(=O)N2CCN(C)CC2)cc1 (configuration not stated) | 2.9% | -5
90 | CC(=O)n1cc([C@@H]2C=C(C(=O)N3CCOCC3)O[C@H](OCc3ccc(CO)cc3)C2)c2ccccc21 | -1.6% | nt
91 | COc1cc(NC(=O)COC(=O)Cc2ccc(-c3ccccc3)cc2)cc(OC)c1 | -1.8% | -5
92 | C=CCNC(=O)/C(=C/c1cccc([N+](=O)[O-])c1)NC(=O)c1ccccc1 | -4.5% | 29
93 | CCOC(=O)C1(C(F)(F)F)N=C(C(F)(F)F)Nc2cc(C)c(C)cc21 (configuration not stated) | 2.8% | nt
94 | O=C(Nc1ncc(Cc2ccccc2Cl)s1)c1ccc(-c2cccc([N+](=O)[O-])c2)o1 | -3.7% | 2
95 | Fc1ccc2c(c1)C(c1cccnc1)=NNC(c1cccs1)=N2 | -1.5% | 3
96 | Cc1c(C(=O)O)sc2nc(C)n(C)c(=O)c12 | -2.2% | nt
97 | COC(=O)c1ccc(C2c3c(n[nH]c3C)C(=O)N2c2ccc(C)cc2)cc1 (configuration not stated) | 1.8% | 9
98 | CN(C)C(CNC(=O)Nc1cccc(Cl)c1)c1cccnc1 (configuration not stated) | 4.3% | nt
99 | CN(C)C(=S)Nc1cccc(C(F)(F)F)c1 | -3.4% | nt
100 | Cc1cc(C(=O)Cn2cc(C(F)(F)F)ccc2=O)c(C)n1-c1ccccc1 | 5.0% | nt

# Additional entries
item | structure | M. tuberculosis GlmU | Mtb RmlCD inh
101 | COc1cc2c(cc1OC)C(c1cc3ccccc3oc1=O)=NC(C)(C)C2 | -2.0% | -7
102 | COCCCn1c(SCC(=O)Nc2ccc(NC(=O)c3ccco3)c(OC)c2)nc2ccccc2c1=O | 7.0% | nt
103 | CCN(CC)S(=O)(=O)c1cccc(NC(=O)COC(=O)/C=C/c2ccco2)c1 | -1.9% | -9
104 | COc1ccccc1NC(=O)Cc1noc(CSc2cccc[n+]2[O-])n1 | -3.0% | -11
105 | Cc1nonc1CN(C)C(=O)CC1C(=O)NCCN1Cc1c(F)cccc1Cl (configuration not stated) | 1.7% | nt
106 | O=C(OCC#CCSc1nnc(-c2cccc3ccccc23)o1)c1ccco1 | 5.1% | 18

# A portion of the library; the hit share may differ from the screen's.
